# Screening data as filed in PubChem BioAssay.
# Cdc25B block – inhibitors of Cdc25B phosphatase catalytic domain, primary screen, biochemical, OMFP fluorescence. AID 368, 2006. inhibition, %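 (compounds tested at 10 µM final in the well)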. 65,000 tested, 0.1% active. recombinant Cdc25B, OMFP fluorescence Ex485/Em525. M-phase inducer phosphatase 2 (Homo sapiens), P30305; in the data active means inhibition above about 50%
# Abs 340nm – compound light absorbance at 340 nm, profiling panel, artefact control, biochemical, MLSMR library, data from PS, PMK, MK assays | compound absorbance at 340 nm, fold over control | AID 708, 2007 | fold change at 10 µM | 65,000 tested, under 10 active;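 active means at 10 µM dose, initial 340 nm absorbance at least 2 fold that of control wells; inactive means change under 2 fold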;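 further: initial absorbance extrapolated from kinetic A340 decline of NADH oxidation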
# JNK3 inh – JNK3 kinase activity inhibitors, primary screen, biochemical, human, purified enzyme; Mitogen-activated protein kinase 10 (Homo sapiens), P53779; HTS; inhibition, % at 8 µM; 60,000 tested, 0.61% active; in the data active means inhibition above about 17%;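 further: 0% = DMSO and 100% = reference inhibitor; many of its hits are not listed in these tables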
# Target sequence (P53779 whole entry, looked up): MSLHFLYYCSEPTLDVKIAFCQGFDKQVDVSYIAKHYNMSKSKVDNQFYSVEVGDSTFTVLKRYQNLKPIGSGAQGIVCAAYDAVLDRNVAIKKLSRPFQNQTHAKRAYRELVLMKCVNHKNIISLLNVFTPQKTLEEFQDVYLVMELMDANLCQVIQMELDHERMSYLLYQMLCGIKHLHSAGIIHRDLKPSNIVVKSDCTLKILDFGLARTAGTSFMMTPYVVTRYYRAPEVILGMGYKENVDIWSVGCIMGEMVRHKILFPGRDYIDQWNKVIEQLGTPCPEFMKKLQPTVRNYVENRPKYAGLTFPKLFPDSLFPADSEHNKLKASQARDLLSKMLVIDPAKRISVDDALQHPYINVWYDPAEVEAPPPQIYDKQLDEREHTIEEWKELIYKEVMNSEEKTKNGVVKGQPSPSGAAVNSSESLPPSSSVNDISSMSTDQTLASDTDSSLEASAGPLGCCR
# MMP-13 inhibitor – human MMP13 inhibitors, primary screen, biochemical, FRET peptide cleavage; MMP-13 fTHP FRET cleavage, Mca fluorescence; inhibition, % at 4 µM; 65,000 tested, 0.07% active; AID 570, 2006;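 active means inhibition above the mean of compound-free control plate wells plus 3 SD, cut at about 14% in these data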;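 further: 0% = DMSO wells and 100% = wells with reference MMP-13 inhibitor after basal subtraction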
# FXIa mix inh – FXIa protease inhibitors in compound pools, primary screen, biochemical, 10-compound mixtures | Coagulation factor XI (Homo sapiens), P03951 | purified FXIa, fluorogenic substrate, pooled mixtures | inhibition, % at 5 µM | 62,000 tested, 0.19% active;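 further: each value is inhibition by a whole ten-compound pool holding the compound; 0% = enzyme with no mixture and 100% = wells lacking enzyme; strong numbers were not always called active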
# AP complement – alternative complement pathway inhibitors, primary screen, biochemical, ELISA, human serum, orthogonally pooled compounds; AID 1235, 2008; inhibition, % at 5 µM; LPS-coated ELISA, C3 deposition; tested in compound mixtures; 62,000 tested, 0.08% active;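 active means inhibition above 30% in each of the two pooled mixtures holding the compound, so the lower value exceeds 30%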;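 further: 0% = serum in Mg-EGTA without compound and 100% = EDTA serum blank; some compounds past the cut are filed as inactive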
#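 Test system: human serum alternative complement pathway, C3 deposition on LPS-coated wells; also added: Plate-bound LPS; doses: 5 µM per compound in ten-compound mixtures; schedule: 1 h at 37 °C; detection: Anti-C3 ELISA, OD 450 nm; evaluation: percent inhibition of C3 deposition onto LPS; repeats: two pool placements per compound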
# Hsp90 inh – tumor Hsp90 inhibitors, primary screen, cell lysate, fluorescence polarization, NCI-N417 lysate | Heat shock protein HSP 90-alpha (Homo sapiens), P07900 | Cy3B-geldanamycin FP displacement | inhibition, % at 30 µM | 64,000 tested, 0.35% active | AID 429, 2006;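 active means inhibition above 50%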;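 further: 0% = tracer plus lysate wells and 100% = tracer alone without lysate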
# DUSP1 inh – MKP-1 phosphatase inhibitors, primary screen, biochemical, in vitro; Dual specificity protein phosphatase 1 (Homo sapiens), P28562; recombinant MKP-1, OMFP hydrolysis fluorescence; inhibition, %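 (compounds tested at a single concentration somewhere between 10 and 100 µM)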; 65,000 tested, 0.15% active; AID 374, 2006;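 active means inhibition above about 50%, limit read from the data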;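 further: 0% = DMSO max control wells and 100% = wells with enzyme stopped by NaOH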
# FXIIa inh mix – human factor XIIa inhibitors, primary screen, biochemical, pooled compound mixtures, fluorogenic substrate; Coagulation factor XII (Homo sapiens), P00748; AID 684, 2007; inhibition, % at 5 µM; 62,000 tested, 0.2% active; purified FXIIa;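 further: 0% = enzyme without compound and 100% = no enzyme blank; some results filed as inactive read as strong as hits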
# Target sequence (P00748 20-372 limits assumed): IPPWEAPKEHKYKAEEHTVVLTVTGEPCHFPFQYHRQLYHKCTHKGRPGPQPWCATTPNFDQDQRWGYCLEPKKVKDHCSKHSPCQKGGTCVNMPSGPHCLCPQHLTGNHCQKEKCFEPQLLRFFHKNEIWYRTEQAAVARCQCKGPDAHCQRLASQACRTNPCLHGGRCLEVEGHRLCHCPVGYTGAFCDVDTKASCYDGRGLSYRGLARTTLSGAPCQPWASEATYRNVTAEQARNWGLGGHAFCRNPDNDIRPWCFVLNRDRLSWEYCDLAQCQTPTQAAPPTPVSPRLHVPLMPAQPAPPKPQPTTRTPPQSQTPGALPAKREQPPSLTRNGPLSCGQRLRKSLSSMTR
# Target sequence (P00748 373-615 limits assumed): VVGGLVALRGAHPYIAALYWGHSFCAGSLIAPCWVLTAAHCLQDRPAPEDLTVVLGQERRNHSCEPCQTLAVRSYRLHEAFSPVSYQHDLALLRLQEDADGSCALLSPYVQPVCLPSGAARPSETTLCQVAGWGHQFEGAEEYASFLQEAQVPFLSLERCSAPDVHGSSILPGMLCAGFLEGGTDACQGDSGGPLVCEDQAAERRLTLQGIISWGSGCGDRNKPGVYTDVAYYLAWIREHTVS
# An asterisk follows results filed as active; . = no result given; [ ] = remark or other dose. Unless noted, no stated cut-off is given here; in the data, active means inhibition above about 20% (passing the limit was not always enough); inactive means the rest.
SMILES,Cdc25B block,Abs 340nm,JNK3 inh,MMP-13 inhibitor,FXIa mix inh,AP complement,Hsp90 inh,DUSP1 inh,FXIIa inh mix
CC1(C)N=C(/C=N/O)CN1O,-3,0.96,-6,7,3,16,0,-11,2
CC(C)(/C=N/O)/[N+]([O-])=C/c1ccccc1C(F)(F)F,5,1,3,-54,2,-1,1,-15,11
O=C1CC(c2c[nH]c3ccccc23)C(=O)N1 (stereo not given),-2,1.1,-5,3,5,16,-5,22,-2
O=C(CN(Cc1ccc2c(c1)OCO2)C(=O)CNC(=O)c1ccco1)NC1CCCCC1,2,0.99,-2,-2,7,12,0,2,-13
O=C(CCCN1C(=O)CSc2ncccc21)N1CCN(c2cccc(C(F)(F)F)c2)CC1,-12,0.97,-5,1,11,13,-4,28,-1
CCOC(=O)N1CCC(NC(=O)CCS(=O)(=O)c2ccc3c(c2)CCN3C(=O)CC)CC1,-9,1,1,-1,5,12,-1,3,-1
Cn1c(-c2ccccc2)cccc1=O,-3,0.99,2,2,5,5,2,3,3
CCOc1ccc(Cn2nnc(C(=O)NCc3ccc(OC)cc3)c2N)cc1,1,0.99,2,1,13,3,-2,-8,2
CCS(=O)(=O)Nc1c(C(=O)OC)[nH]c2ccccc12,-9,1.1,1,2,-7,-2,-5,-34,9
CC(=O)Nc1ccc(S(=O)(=O)N2CCSCC2)cc1,-2,1,.,.,5,18,.,15,-2
O=C(CN1CCN(S(=O)(=O)c2ccc(Br)cc2)CC1)Nc1ccccc1F,-19,1,.,2,7,20,-1,6,-4
CCn1cc(C(=O)OCc2ccccc2)c(=O)c2ccc(C)nc21,-13,1.1,-7,6,6,2,0,-2,-3
CCCOc1ccc(C(=O)NCc2cccnc2)cc1,-2,1,-1,2,.,.,-9,2,.
Cc1cc(C(=O)N2CCN(CCc3ccccc3)CC2)no1,-11,1,2,3,6,18,-3,0,3
CCOC(=O)N1CCN(C(=O)c2ccc3c(=O)n(-c4ccc(OC)cc4)c(=S)[nH]c3c2)CC1,-6,1.1,-4,3,9,8,1,10,-18
CC1Cc2nc(SCC(=O)OCc3ccccc3)n(C)c(=O)c2S1 (stereo not given),-12,1.1,0,2,6,10,0,14,-2
C/C(Cl)=C/Cn1c(SCCN2CCOCC2)nc2c1c(=O)[nH]c(=O)n2C,7,1.1,3,-3,4,-12,-7,-4,-17
CCOc1c(OC)cc(C2C(C#N)=C(N)Oc3n[nH]c(-c4ccncc4)c32)cc1OC (stereo not given),24,1,0,6,6,14,-1,7,6
CCC12CN3CC(CC)(CN(C1)C31C(=O)N(C)c3ccc(C)cc31)C2=O (stereo not given),2,1.1,4,0,3,4,-1,-14,3
COc1ccc(C(=O)c2ccc(OC)c(OC)c2)cc1OC,0,1.1,-1,-6,3,5,0,-16,4

# Random excerpt: 3 entries already listed, in no set order.
SMILES,Cdc25B block,Abs 340nm,JNK3 inh,MMP-13 inhibitor,FXIa mix inh,AP complement,Hsp90 inh,DUSP1 inh,FXIIa inh mix
C/C(Cl)=C/Cn1c(SCCN2CCOCC2)nc2c1c(=O)[nH]c(=O)n2C,7,1.1,3,-3,4,-12,-7,-4,-17
CC(=O)Nc1ccc(S(=O)(=O)N2CCSCC2)cc1,-2,1,.,.,5,18,.,15,-2
O=C1CC(c2c[nH]c3ccccc23)C(=O)N1 (stereo not given),-2,1.1,-5,3,5,16,-5,22,-2

# (cont.)
SMILES,Cdc25B block,Abs 340nm,JNK3 inh,MMP-13 inhibitor,FXIa mix inh,AP complement,Hsp90 inh,DUSP1 inh,FXIIa inh mix
COc1cccc(OCc2nnc(SCC(=O)NCc3ccco3)n2CCc2ccccc2)c1,1,1,2,7,3,18,-6,36,7
COc1ccc(CCNC(=O)C2CCCN(S(C)(=O)=O)C2)cc1OC (stereo not given),-6,1,.,4,-30,17,-3,14,10
Cc1c(C(=O)N2CCCCC2)sc(NC(=O)C(C)C)c1C#N,0,1,2,6,6,20,-4,-16,8
COC(=O)CSC1=C(C#N)C(c2ccccc2OC)C(C(=O)OC)C(=O)N1 (stereo not given),-8,1,2,-8,3,13,-1,-9,7
CNC(=O)C1C2C=CC3(O2)C1C(=O)N(C1CC1)C3C(=O)NCc1ccc(OC)cc1 (stereo not given),-5,1,.,9,16,6,-1,3,-3
O=C(O)c1ccc(F)c(S(=O)(=O)Nc2ccccc2)c1,1,1,3,5,7,12,-6,10,3
CCOc1ccc(N2CC(C(=O)Nc3cccc(C)c3C)CC2=O)cc1 (stereo not given),-1,0.96,-8,1,-2,0,0,11,2
CC(=O)N1c2ccc(S(=O)(=O)CCC(=O)O)cc2CC1C (stereo not given),5,1,-3,-1,4,9,0,35,3
COc1ccc(C2c3c(oc4ccc(F)cc4c3=O)C(=O)N2CCN2CCOCC2)cc1OC (stereo not given),-18,1.1,-4,-4,9,8,-1,5,-2
Cc1nn(Cc2ccc(F)cc2)c(C)c1NC(=O)c1cc(-c2ccc3c(c2)OCO3)on1,0,1,-1,1,21,9,3,26,46
Cc1ccc(S(=O)(=O)NC2=NCN(C3CCN(Cc4ccccc4)CC3)CN2)cc1,-1,1,3,6,5,5,14,-13,1
Cc1ccc(N(CN2CCCC2=O)C(=O)c2ccc(OC(C)C)cc2)cc1,-7,1,-11,4,1,7,-3,4,10
COCCCn1c(SCC(=O)OC2CCCCC2)nnc1-c1cccs1,-16,0.99,6,2,2,-11,2,-20,1
O=C(CN1CCC(Cc2ccccc2)CC1)NC(=O)NCc1ccco1,-18,1,7,-2,18,-8,-4,-9,6
Cn1cc(SCC(=O)Nc2ccc3c(c2)OCO3)c2ccccc21,0,1,4,-1,-5,23,-5,-5,-7
Cc1cccc(C)c1N1C(=O)CC(N(O)c2ccccc2)C1=O (stereo not given),0,1.1,0,2,4,6,18,-16,34
O=C(CCn1nnc(-c2cccs2)n1)NCc1ccccc1Cl,7,1,1,1,10,3,0,-23,7
COc1nc(-c2ccccc2)ccc1-c1noc(COc2ccccc2)n1,-9,1.1,-7,1,3,12,-11,-13,-11
O=C(NCc1ccco1)c1ccc(N2CCCC2=O)cc1,11,1,0,4,4,9,-5,3,0
CN(CC(=O)Nc1ccc(F)c(F)c1)S(=O)(=O)c1cccc2nsnc12,-7,1,1,3,-8,2,-1,11,14
CN1CCN(c2ccccc2NS(=O)(=O)c2ccc3c(c2)CCN3C(=O)C2CCC2)CC1,-1,1,1,-1,4,11,-1,-21,-3
Cc1ccc(CNC(=O)CN2C(=O)C3(OCCCO3)c3ccccc32)cc1,-4,0.98,-3,2,7,7,-6,21,3
COc1cccc(NC(=O)CSc2nnc(-c3cccc(OC(C)C)c3)n2N)c1,4,1.1,-1,4,2,-1,-6,2,-3
Nc1nc(CN2CCN(c3ccccc3)CC2)nc(N2CCCc3ccccc32)n1,-8,0.98,-1,-1,12,0,-2,-17,4
CCN(CC)CCCn1c(C)cc2c(c1=O)C(c1ccccc1)C(C#N)=C(N)O2 (stereo not given),39,1,2,-1,.,.,-1,-11,.
CCOc1ccccc1N1CCN(C(=O)c2c(C)noc2C)CC1,-10,1,-1,4,5,1,-4,5,-16
CCCc1cc(C(=O)Nc2cc(Br)ccc2O)no1,-11,0.99,3,-2,6,17,-1,8,-12
O=C1c2cccc3c(N4CCCCC4)ccc(c23)C(=O)N1c1ccccn1,-5,1,5,4,-1,3,-4,-14,17
C=CCNC(=O)c1ccc2c(c1)nnn2C,-3,1.1,.,2,-15,8,.,4,5
COc1ccccc1N1CSC2=C(C#N)C(c3ccc(SC)cc3)CC(=O)N2C1 (stereo not given),9,1.1,10,-12,2,18,-2,33,3
Cc1ccc(S(=O)(=O)Nc2cc(C(=O)NCCN3CCCC3)ccc2N2CCCCC2)cc1,-3,1,1,-5,5,17,-3,-8,13
CCOC(=O)N1CCN(CC(O)COC(CC)c2ccccc2)CC1 (stereo not given),-18,1,-1,-3,4,1,0,-2,0
COc1ccc(OC)c(S(=O)(=O)N2CCC(C(=O)Nc3ccc(C)c(C)c3)CC2)c1,2,0.98,-2,5,2,15,1,12,-3
CC(C)N(c1ccccc1)c1ccc(NC(=O)C2CCCO2)cc1 (stereo not given),-1,0.99,0,-8,2,30,5,9,9
COc1cc(CC(NC(C)=O)C(=O)NC2CCN(c3nc(C)cc(C)c3C#N)CC2)cc(OC)c1 (stereo not given),-3,0.99,-1,-4,6,14,-3,-8,8
O=C(NCC1CCCO1)C1CCC(=O)N1Cc1ccccc1Cl (stereo not given),2,0.97,5,6,7,2,44,3,9
CCO/C=C1/C(=O)N(CC)c2ccccc21,-2,1,4,2,0,2,-5,7,2
CC(=O)NCC(=O)OCC(=O)c1ccc(C)c(C)c1,-12,1,-6,2,5,1,-3,12,2
CCCCCN(C(=O)NC(=O)Nn1cnnc1)S(C)(=O)=O,-11,0.99,7,-6,9,7,-2,-4,-1
Cc1ccccc1-c1ccc(=O)n(CC(=O)Nc2ccc(N3CCOCC3)cc2)n1,9,1,-8,0,5,10,5,-9,-13
CC(=O)Nc1nc(C)nc(C)c1C(C)=O,-9,1,-2,2,0,12,-2,-1,0
Cn1ccnc1SCCC#N,-2,0.99,-1,1,8,4,-4,-1,2
CCC(=O)N1CCc2cc(S(=O)(=O)NC(C(=O)NCc3ccccc3)C(C)C)ccc21 (stereo not given),-9,1,1,1,9,12,1,4,16
CN(C)c1ccc(/C(=N\O)C(F)(F)F)cc1,-9,1,-3,7,2,-1,1,5,-6
NCC(O)COCCC12CC3CC(CC(C3)C1)C2 (stereo not given),-4,1,-3,5,-3,14,1,3,-19
CCN(CCO)C(=O)C12CCC(C)(C(=O)C1)C2(C)C (stereo not given),-10,1,-4,-1,6,10,1,-3,-3
CCn1c(C)c(C(C)=O)c(N2CCCCC2)nc1=S,-7,1,2,4,-21,15,-5,2,5
CN(C)C(=O)CN(C)S(=O)(=O)c1ccc(Cl)cc1,-2,1,-1,1,-1,-6,1,-8,1
CCOC(=O)N1CCN(C(=O)c2ccc3nc(N4CCCCC4)sc3c2)CC1,-6,0.98,1,-6,7,9,-3,17,9
O=C(CN(Cc1cccs1)C(=O)CNS(=O)(=O)c1ccc(F)cc1)NCc1ccco1,1,0.97,6,-4,1,15,0,-34,6
CCN(CC)CCN1C(=O)C(=O)/C(=C(/O)c2ccccc2)C1c1ccccc1F (stereo not given),1,1.1,3,-2,4,6,-1,12,4
CC(C)(CO)NCc1ccccc1OCC(=O)Nc1ccccc1,3,1.1,-5,0,2,20,-1,-6,-5
CN(C)CCNc1ncnc2ccccc12,3,1,5,-2,-1,-19,8,6,2
CC(C)c1ccc(NC(=O)C2CCCCC2C(=O)O)cc1 (stereo not given),4,1.1,-4,5,7,12,2,6,1
CCN(CC)CCN1C(=O)c2ccccc2NC1c1cc(OC)c(OC)c(OC)c1 (stereo not given),-17,1,5,-107[fluorescence artefact?],.,.,2,-27,.
CC(=O)N1CCc2cc3nc(C)cc(C)c3cc21,9,1.1,-5,-87[fluorescence artefact?],-2,10,0,1,-18
CCOC(=O)Cn1c(CN2CCOCC2)nc2c1c(=O)n(C)c(=O)n2C,-8,1,-2,-1,13,20,2,2,-1
